TDP-43 yeast inh: qHTS of TDP-43 Inhibitors; TDP-43 expressing yeast growth rescue, BacTiter-Glo, 24 h; Potency, µM (highest dose often 46.1 µM), without a hit: top-dose growth rescue (activation), actives largely listed as activators; actives 1.8% (n = 410,000); further: potency means the concentration at half of the fitted maximal effect; % of control where 0% means no effect; nearly all actives have a fitted effect of over 50% in size
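Galactose-induced TDP-43 yeast, OD600=0.02, compound pinned; 24 hr, 30 deg C; BacTiter-Glo luminescence for growth. Inhibitors of TDP-43 toxicity read as activators.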
Abeta rescue: qHTS for compounds that reverse cellular toxicity of Amyloid beta (A-beta) peptide in yeast: Primary Screen; actives 0.063% (n = 410,000); yeast expressing A-beta42, growth rescue, OD600, 48 h; response scale: 0% DMSO, 100% iron-clioquinol control; Potency, µM (top dose mostly 46.1 µM), for the others: at the highest dose growth rescue, most hits filed as activators; further: potency means the concentration at half of the fitted maximal effect; nearly all actives have a fitted effect of over 55% in size
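Yeast A-beta toxicity model in growth medium with pinned compounds, 48 h at 30 C; growth read as absorbance at 600 nm. Normalized to FeCl3/clioquinol equimolar mix (positive) and DMSO (negative).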
Akt phos inh: HTS Assay for Inhibitors of Akt Phophorylation: Primary Screen; AID 651550, 2012; activity change, % for hits at 50 µM; Neuro2A IGF-stimulated pAkt S473 HTRF, 20 min; stronger effect = lower value; actives 0.32% (n = 360,000); in the data active means activity change below about -80%; inconclusive means mostly about -51% to -80%; further: on the % scale 0 is the no-effect control and ±100 the full control effect
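Single-point screen (50 µM final compound) in Neuro2A cells stimulated 20 min with 6 nM IGF at 37 deg C. After lysis, Ser473-phosphorylated Akt read by HTRF (ex 330 nm, em 615/665 nm) as the 665/615 ratio.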
PTHR1 agonist: qHTS for PTHR1 Agonists: Primary Screen | Potency, µM (doses to about 115 µM), inactives show top-dose activation, most hits filed as activators | HEK293 GP2 PTHR1 cells, GloSensor cAMP luminescence, 1 h | Parathyroid hormone/parathyroid hormone-related peptide receptor (Homo sapiens), Q03431 | actives 0.075% (n = 410,000); further: potency means the concentration at half of the fitted maximal effect; nearly all actives have a fitted effect of over 55% in size; some results filed as inactive show a strong effect at the top dose; inactives centre near -15; many of its hits are not listed in these tables
Target sequence (Q03431 whole entry, looked up): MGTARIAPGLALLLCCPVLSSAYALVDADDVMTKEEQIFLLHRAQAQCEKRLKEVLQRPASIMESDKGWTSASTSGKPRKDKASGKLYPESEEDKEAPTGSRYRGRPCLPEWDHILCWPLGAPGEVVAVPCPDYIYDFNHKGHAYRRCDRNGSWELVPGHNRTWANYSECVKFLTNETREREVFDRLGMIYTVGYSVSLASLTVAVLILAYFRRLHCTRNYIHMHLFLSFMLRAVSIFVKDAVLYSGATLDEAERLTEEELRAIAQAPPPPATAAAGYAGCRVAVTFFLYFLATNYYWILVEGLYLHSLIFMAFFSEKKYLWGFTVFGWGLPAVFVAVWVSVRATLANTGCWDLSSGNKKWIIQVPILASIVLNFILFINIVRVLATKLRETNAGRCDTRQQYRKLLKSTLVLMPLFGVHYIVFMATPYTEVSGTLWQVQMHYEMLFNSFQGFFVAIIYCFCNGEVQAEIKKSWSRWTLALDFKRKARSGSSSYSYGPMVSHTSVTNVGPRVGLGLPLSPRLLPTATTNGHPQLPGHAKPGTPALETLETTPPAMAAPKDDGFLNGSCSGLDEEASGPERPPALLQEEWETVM
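HEK-293-derived GP2 cells expressing PTHR1 and a GloSensor cAMP reporter, 3,000/well, plated overnight, given luciferin plus IBMX (each 0.5 mM as added) for 1 h at 37 °C, then compound for 1 h at 37 °C. Luminescence was read after 15 min at room temperature.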
GLP1R ag: qHTS of GLP-1 Receptor Agonists; actives 0.007% (n = 380,000); HEK293 GLP-1R CRE-luciferase, luminescence, 4-6 h; cells express a hypersensitive GLP-1R form; Potency, µM (highest dose often 45.6 µM), without a hit: top-dose activation, most hits filed as activators; further: potency means the concentration at half of the fitted maximal effect; % of control where 0% means no effect
Target sequence (P43220 whole entry, looked up): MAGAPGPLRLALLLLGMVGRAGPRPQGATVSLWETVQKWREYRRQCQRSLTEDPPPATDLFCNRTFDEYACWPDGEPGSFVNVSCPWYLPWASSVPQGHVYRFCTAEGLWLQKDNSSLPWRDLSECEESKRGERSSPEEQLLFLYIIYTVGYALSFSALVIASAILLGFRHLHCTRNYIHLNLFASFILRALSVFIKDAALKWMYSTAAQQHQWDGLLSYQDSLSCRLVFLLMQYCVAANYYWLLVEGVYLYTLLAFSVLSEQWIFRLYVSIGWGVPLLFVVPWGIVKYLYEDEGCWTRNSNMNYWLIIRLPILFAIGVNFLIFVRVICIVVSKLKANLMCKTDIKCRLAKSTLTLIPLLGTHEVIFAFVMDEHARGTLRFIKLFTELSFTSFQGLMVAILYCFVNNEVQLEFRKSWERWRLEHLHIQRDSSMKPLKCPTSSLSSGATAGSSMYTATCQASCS
aSyn yeast inh: qHTS of alpha-syn Inhibitors; actives 0.14% (n = 370,000); Potency, µM (highest dose often 46.1 µM), for the others: top-dose growth rescue (activation), usual class: activators; AID 652106, 2013; Yeast expressing alpha-synuclein, growth rescue, BacTiter-Glo, 24 h; further: potency means the concentration at half of the fitted maximal effect; % of control where 0% means no effect; nearly all actives have a fitted effect of over 65% in size
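Readout is rescue of growth in alpha-synuclein-expressing yeast, so inhibitors of toxicity appear as activators. Growth after 24 hr at 30 deg C in galactose medium is quantified by luminescence.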
GLP1R inv ag: qHTS of GLP-1 Receptor Inverse Agonists (Inhibition Mode); Glucagon-like peptide 1 receptor (Homo sapiens), P43220; HEK293 GLP-1R CRE-luciferase, luminescence, 24 h; GLP-1R form is constitutively active; Potency, µM (top dose mostly 38.3 µM), inactives show at the top dose activity change, negative = inhibition, hits mostly inhibitors; actives 1.6% (n = 410,000); further: potency means the concentration at half of the fitted maximal effect; on the % scale 0 is the no-effect control and ±100 the full control effect; nearly all actives have a fitted effect of over 55% in size
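Seeding at 200 cells/uL, 12 h culture, 24 hr compound treatment, then luciferase reagent and a luminescence read; cells are HEK293 stably expressing a constitutively active GLP-1R plus cAMP-responsive luciferase.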
DRD3 antagonist: qHTS of D3 Dopamine Receptor Antagonist: qHTS; D(3) dopamine receptor (Homo sapiens), P35462; D3R cells, DiscoveRx beta-arrestin luminescence, antagonist mode; stronger effect = lower value; actives 2.5% (n = 360,000); max response, negative = inhibition, %; AID 652054, 2013; in the data active means max response below about -50%; inconclusive means no clear call, values can overlap the other calls; further: on the % scale 0 is the no-effect control and ±100 the full control effect; mostly tested at two doses, the higher about 12 µM
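Cells plated overnight at 1500 cells/well, then exposed to library compounds with dopamine controls for 90 minutes at 37 degrees C. DiscoveRx reagent added for 30–60 minutes at room temperature; luminescence read, quantitative HTS format.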
FUS suppressor: qHTS for Suppressors of FUS Proteinopathy: Primary screen using FUS-linked yeast assay; S. cerevisiae FUS-expressing, growth rescue, OD600, 24 h; Potency, µM (top dose mostly 76.6 µM), for the others: at the highest dose growth rescue (activation), hits mostly activators; actives 0.24% (n = 390,000);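 further: potency means the concentration at half of the fitted maximal effect; plate controls were DMSO vehicle for no effect and reference control for full effect; nearly all actives have a fitted effect of over 55% in size; some results filed as inactive show a strong effect at the top dose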
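Compound concentration series was pinned onto galactose-induced FUS-expressing yeast seeded at OD 0.005. Plates sat 24hr at 30C; absorbance at 600 nm gave growth. DMSO served as background control.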
* marks the source's active call; other numbers are inactive results; i = inactive; ? = inconclusive; / = no result given; [ ] = dose if it differs, or a comment. Unless noted, the call rests on the fitted dose curve; in most records, active means well fitted curve in the direction sought with a large enough effect; inconclusive means small, poorly fitted or top-dose-only effect, or another doubt; inactive means no such curve, though single readings can be large; an effect the other way counts as inactive or inconclusive. An excerpt (hit frequency here may not be typical).

The opening 4 records, ahead of the listing:
SMILES | TDP-43 yeast inh | Abeta rescue | Akt phos inh | PTHR1 agonist | GLP1R ag | aSyn yeast inh | GLP1R inv ag | DRD3 antagonist | FUS suppressor
O=C(NN1CCOCC1)c1cc(-c2ccccc2)nc2ccccc12 | -5% | -2% | i | -1% | 5% | -1% | 11% | 14 | -5%
CC(=O)Nc1cc(-c2ccccc2)cn2c(-c3ccc(F)cc3)cnc12 | 24% | -13% | i | -5% | 12% | -12% | -11% | 16 | 36%
O=C1/C(=C/c2ccncc2)Oc2cc(OS(=O)(=O)c3ccccc3)ccc21 | 11% | 12% | i | -45%[inhibitor] | 2% | 9% | -16% | -9 | 23%
COC(=O)c1ccc(/C=N/OCC(=O)NC2CCCC(C)C2C)cc1 (stereo unspecified) | ? | 0% | i | i | 6% | -5% | ? | 24 | 22%

Main list, from the start:
SMILES | TDP-43 yeast inh | Abeta rescue | Akt phos inh | PTHR1 agonist | GLP1R ag | aSyn yeast inh | GLP1R inv ag | DRD3 antagonist | FUS suppressor
O=C(NN1CCOCC1)c1cc(-c2ccccc2)nc2ccccc12 | -5% | -2% | i | -1% | 5% | -1% | 11% | 14 | -5%
CC(=O)Nc1cc(-c2ccccc2)cn2c(-c3ccc(F)cc3)cnc12 | 24% | -13% | i | -5% | 12% | -12% | -11% | 16 | 36%
O=C1/C(=C/c2ccncc2)Oc2cc(OS(=O)(=O)c3ccccc3)ccc21 | 11% | 12% | i | -45%[inhibitor] | 2% | 9% | -16% | -9 | 23%
COC(=O)c1ccc(/C=N/OCC(=O)NC2CCCC(C)C2C)cc1 (stereo unspecified) | ? | 0% | i | i | 6% | -5% | ? | 24 | 22%
O=C(O)c1cccc(-c2csc(C(O)c3cccc(Cl)c3)n2)c1 (stereo unspecified) | ? | -15% | / | i | 3% | 5% | 29% | 5 | -4%
CN(C)S(=O)(=O)c1ccc(-c2csc(-c3cccnc3)n2)cc1 | ? | 5% | i | -32%[inhibitor] | 14% | 2% | 66%[activator] | 0 | 4%
O=C(O)CCNC(=O)/C(=C\c1ccco1)NC(=O)c1ccco1 | -9% | -13% | i | i | 13% | 3% | 6% | 5 | -9%
O=C(Nc1ccccc1N1CCOCC1)C1CCN(S(=O)(=O)c2cccc(C(F)(F)F)c2)CC1 | -15% | -30% | i | -22% | -3% | 11% | ? | 7 | /
O=C(CSc1nnc(COc2ccc(Cl)cc2)o1)OC1CCCCC1 | ? | 14% | i | -1%[57.5 µM] | -1% | 13% | -9% | 18 | 31%
COc1ccc2[nH]cc(CCNC(=O)Cc3ccc(Br)cc3)c2c1 | 11% | 15% | i | i | 0% | 1% | ? | 7 | 23%
O=C(CSc1ccccc1F)NCCCN1CCCC1=O | 11% | 0% | i | -53%[inhibitor] | 1% | 0% | 15% | 8 | -6%
COC(=O)[C@]12CCCCC=C1N(CCC1=CCCCC1)C(=O)[C@H](CC(=O)N1CCCC1)C2 | 9% | 17% | i | i | 15% | 9% | ? | 9 | 26%
Cc1ccc(N2CC(C(=O)NCc3ccccn3)CC2=O)cc1 (stereo unspecified) | -18% | -8% | i | -2%[57.5 µM] | 0% | -4% | 10% | 15 | 12%
CCOc1ccc(-c2n[nH]c(C)c2Oc2ccc(OC)cc2)c(O)c1 | 0% | 8% | i | i | 6% | -1% | ? | -18 | 0%
C=CCn1c(SCCOC)nc2c1c(=O)[nH]c(=O)n2C | 13% | -4% | i | i | 8% | -5% | 45%[activator] | 12 | -19%
COC(=O)CN1C(=S)N(C)C(=O)C1CC(=O)Nc1ccccc1 (stereo unspecified) | -13% | -8% | i | i | 2% | 0% | -2% | -14 | -4%
CC(C)CCC1(C)NC(=O)N(CC(=O)NCC(=O)Nc2ccc(F)c(F)c2F)C1=O (stereo unspecified) | 9% | 10% | i | i | 5% | 0% | -16% | -11 | 0%
O=C(NNC(=O)c1ccccc1Br)c1ccncc1 | -2% | 4% | i | 12% | 7% | -4% | 9% | -9 | -26%
CCC(=O)N1CCc2cc(S(=O)(=O)CCC(=O)N3CCN(c4ccccc4Cl)CC3)ccc21 | 24% | -8% | / | -24% | -1% | / | -3% | / | 6%
COc1cccc(OCc2cc(C(=O)N3CCN(c4ccccc4OC)CC3)no2)c1 | ? | / | i | -23% | -8% | 12% | ? | -63* | ?
CCN(CC)C(=O)[C@H]1CC(CC(=O)NC(C)(C)C)C(=O)N2CCc3c([nH]c4ccc(OC)cc34)[C@]12C (stereo partly specified) | 15% | 8% | i | -8% | 7% | 3% | -5% | 22 | 22%
Cc1cccnc1NC(=O)CN1C(=O)NC(C)(c2ccc3ccccc3c2)C1=O (stereo unspecified) | 11% | 0% | i | i | 0% | 6% | -1% | 3 | 5%
Cn1cc(S(=O)(=O)N2CCCCC2)cc1C(=O)NCc1ccc(Cl)cc1 | 2% | -17% | / | -4% | / | -2% | ? | / | 4%
Cc1cc(-c2ccccc2)nc(SCc2ccc(C(=O)O)cc2)n1 | 3% | -7% | i | -34%[inhibitor] | 2% | ? | 0% | -2 | 5%
Cc1cc(C)nc(NS(=O)(=O)c2ccc(NC(=O)c3cccc(N4C(=O)CCC4=O)c3)cc2)n1 | -2% | 21% | i | -23% | 6% | 0% | 23% | -59* | /
CCOc1ccc(/C=N/NC(=O)C(O)c2ccccc2)c(O)c1 (stereo unspecified) | -15% | -5% | i | i | 0% | -8% | ? | 9 | 15%
Cc1cc(=O)n2c3ccccc3n(CC(O)CN3CCN(Cc4ccccc4)CC3)c2c1C#N (stereo unspecified) | -1% | -2% | i | -8% | 0% | 0% | -28% | -19 | 41%
COc1ccc(NC(=O)c2sc(Cl)nc2-c2ccccc2)cc1 | ? | -2% | i | -14% | 7% | -1% | ? | -11 | 6%
S=c1[nH]nc(-c2ccccn2)n1/N=C/c1cccc(Cl)c1 | -14%[0.397 µM] | 0% | i | i | 0% | 0% | 43%[activator] | ? | 5%
Cc1cc(C)n2nc(C(=O)NCCc3ccccc3)nc2n1 | 17% | -4% | i | i | 1% | -1% | 21% | -16 | -2%
C=CCOC(=O)C1=C[C@H](c2coc3ccccc3c2=O)[C@@H](CCCO)[C@H](OCC)O1 | 13% | 2% | i | i | 9% | 2% | 17% | 32 | 1%
Cc1cccc(-n2c(C)cc(/C=N/NC(N)=S)c2C)c1 | 35µM* | 32% | i | -24% | -4% | -9% | 0% | 1 | /
Cn1c(C(=O)O)c(CC(=O)NCC2COc3ccccc3O2)c2ccccc21 (stereo unspecified) | -11% | -2% | i | i | 5% | -5% | 11% | -7 | 26%
CC(=O)Nc1ccc(/C=N/NC(=O)CCN2CCN(c3ccccc3)CC2)cc1 | / | 9% | i | i | -1% | -6% | 4% | -84* | 27%
CN(Cc1ccc(F)cc1)C(=O)CCc1nnc(-c2ccccc2)o1 | ? | -8% | i | -57%[inhibitor] | 6% | 9% | 19% | 3 | -24%
O=C(Nc1cccnc1Cl)C1=NN(c2ccccc2)C(=O)CC1 | 21% | 1% | i | -12% | 27% | -8% | 222%[activator] | -2 | 9%
Cc1cccc(C(=O)Nc2sc3c(c2C(=O)NC(C)C)CCCC3)c1 | ? | -5% | / | -27% | / | / | 4% | / | 4%
CCc1cc(C(=O)NCC(c2ccc(OC)cc2)N2CCOCC2)sc1C (stereo unspecified) | 25% | 23% | i | -23% | 3% | 3% | 12% | -29 | 19%
COCCNC(=O)C(c1ccc(C)o1)N(CC1CCCO1)C(=O)Cn1nnc2ccccc21 (stereo unspecified) | -13% | 7% | i | -5%[57.5 µM] | 1% | -10% | 3% | 23 | 6%
Cc1ccc(OCCNC(=O)c2cncc(Br)c2)cc1C | 13% | 33% | i | -41%[inhibitor][57.5 µM] | 1% | -5% | ? | 17 | 12%
COc1ccc(CNC(=O)c2cccc(N3CCCS3(=O)=O)c2)cc1OC | 15% | 3% | / | -32% | / | / | ? | / | -15%
C#CCOCCOCCOCCNc1nc(N2CCN(C(=O)C(Cc3ccc(O)cc3)n3cc(C(N)CC(C)C)nn3)CC2)nc(N2CCN(C(=O)C(Cc3ccc(O)cc3)n3cc(C(N)C(C)CC)nn3)CC2)n1 (stereo unspecified) | -2% | 8% | i | i | -4% | -1% | 8% | -5 | 7%
CCOc1ccc(OCC)c(NC(=O)CN2CCN(c3cccc(C)c3C)CC2)c1 | -9% | 0% | / | i | -9% | -15% | 0% | -19 | 19%
Cc1ccc2oc(C(F)(F)C(F)F)cc(=O)c2c1 | 2% | 3% | i | i | 1% | -5% | 7% | -15 | -12%
O=C1c2ccccc2C(=O)N1c1nc2nccc(-c3ccccc3)n2n1 | 9% | 3% | i | i | -19% | -5% | 1% | -12 | 22%
O=C(CNCC1CCCCC1)Nc1ccc(OC(F)(F)F)cc1 | -12% | -10% | i | i | 28% | -8% | ? | -9 | 12%
COC(=O)C1=C(C)NC(C)=C(C(=O)OC)C1c1ccc(N(C)C)cc1 | 19% | -8% | i | -4%[57.5 µM] | ? | -3% | 1% | -3 | 13%
COc1ccccc1N1CCN(C(=O)c2cc3cc(F)ccc3[nH]2)CC1 | 12% | 8% | i | -24% | 15% | 12% | ? | -19 | 25%
COc1ccc(CCN=CC2=C(O)CC(C)(C)CC2=O)cc1 | -11% | 11% | i | -2% | -8% | 0% | -7% | 25 | -9%

High-throughput results from PubChem.
